CCHF vOTU inh: CCHFV vOTU protease inhibitors, primary screen, biochemical, Pep-AMC substrate, fluorescence. inhibition, % at 11.5 µM. hit rate 0.55% among 370,000. AID 651958, 2012. Crimean-Congo hemorrhagic fever virus L polyprotein viral ovarian tumor (vOTU) protease …; in the data active = inhibition above about 30%; also: 0% = vehicle wells with enzyme and 100% = no enzyme wells
3CLpro inhibitor: SARS-CoV 3CLpro protease inhibitors, primary screen, biochemical, quenched FRET | Replicase polyprotein 1ab (Severe acute respiratory syndrome coronavirus), P0C6X7 | recombinant SARS-CoV 3CLpro, quenched FRET peptide cleavage | inhibition, % at 6 µM | hit rate 0.14% among 290,000 | AID 1706, 2009; in the data active = inhibition above about 12%
TcdB inh: TcdB glycohydrolase inhibitors, primary screen, biochemical, single point, plate reader; Toxin B (Clostridioides difficile), P18177; TcdB glycohydrolase enzymatic assay; inhibition, % at 9.99 µM; hit rate 0.24% among 350,000; AID 652162, 2013; in the data active = inhibition above about 10%
PriA SSB inh: inhibitors of Klebsiella pneumoniae PriA binding to SSB C-terminal tail, primary screen, biochemical, AlphaScreen. PriA–SSB C-terminal tail interaction (Klebsiella pneumoniae). AlphaScreen SSBct-PriA binding, biotinylated peptide. inhibition, % at 33 µM. hit rate 0.6% among 430,000; in the data active = inhibition mostly above about 37%, no sharp cut-off; inactive = mostly below about 20%;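 also: plate controls were negative control peptide for no effect and reference peptide for full effect; strong numbers were not always called active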
BoNT A protease: BoNT/A light chain protease inhibitors, primary screen, biochemical, flow cytometry, MLPCN library | Botulinum neurotoxin type A light chain protease (Clostridium botulinum A str. ATCC 3502) | multiplex microsphere protease substrate cleavage | inhibition, % at 10 µM | hit rate 0.17% among 360,000 | AID 588499, 2011; also: plate controls were buffer without enzyme for full effect and enzyme alone for no effect
Yp Topo-I inh: Yersinia pestis topoisomerase I inhibitors, primary screen, biochemical, cleavage product accumulation, plate reader, single point; AID 504884, 2011; activity, % at 10 µM; Y. pestis Topo-I cleavage product accumulation; hit rate 0.064% among 360,000; in the data active = activity above about 50%, passing the limit was not always enough; inconclusive = no clear call, values can overlap the other calls; also: inactives centre near 2
VHR inh abs: VHR1 phosphatase inhibitors, primary screen, biochemical, absorbance, uHTS. hit rate 0.52% among 290,000. recombinant VHR phosphatase, pNPP absorbance. inhibition, % at 13.3 µM. AID 1654, 2009; in the data active = inhibition above about 50%; also: some compounds called inactive have numbers as strong as hits
Target sequence (P51452 whole entry, looked up): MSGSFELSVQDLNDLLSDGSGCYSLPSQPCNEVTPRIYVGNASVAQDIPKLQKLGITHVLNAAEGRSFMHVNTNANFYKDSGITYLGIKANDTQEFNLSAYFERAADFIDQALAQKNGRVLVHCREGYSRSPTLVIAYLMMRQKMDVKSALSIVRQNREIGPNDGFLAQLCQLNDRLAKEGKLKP
PfHsp40 rescue: rescue of yeast from PfHsp40 toxicity, primary screen, S. cerevisiae, ATP luminescence. hit rate 0.68% among 340,000. growth rescue, % at 12.5 µM. S. cerevisiae expressing PfHsp40, growth rescue; in the data active = growth rescue above about 28%, passing the limit was not always enough; inconclusive = no clear call, values can overlap the other calls;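 also: yeast W303a lacking pdr1 and pdr3 grown in galactose medium; growth measured after three days at 30 °C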
BH1578 lux ind: inducers of Vibrio cholerae quorum light production without autoinducers, primary screen, BH1578 luxS cqsA deficient, single point | AID 588436, 2011 | hit rate 0.16% among 350,000 | V. cholerae BH1578 lux reporter, luminescence, 6 h | activation, % at 18.7 µM; in the data active = activation mostly above about 9.7%, no sharp cut-off; inconclusive = no clear call, values can overlap the other calls; inactive = mostly below about 3.7%; also: not every result past the cut was called active; inactives centre near 0; reference of the scale not given here
Anthrax LF prot: Bacillus anthracis LF protease inhibitors, primary screen, biochemical, multiplex microsphere, MLPCN library. inhibition, % at 10 µM. hit rate 0.12% among 360,000. AID 588501, 2011. multiplex microsphere protease cleavage assay. Lethal factor (Bacillus anthracis), P15917; also: plate controls were buffer without enzyme for full effect and enzyme alone for no effect
Target sequence (P15917 whole entry, looked up): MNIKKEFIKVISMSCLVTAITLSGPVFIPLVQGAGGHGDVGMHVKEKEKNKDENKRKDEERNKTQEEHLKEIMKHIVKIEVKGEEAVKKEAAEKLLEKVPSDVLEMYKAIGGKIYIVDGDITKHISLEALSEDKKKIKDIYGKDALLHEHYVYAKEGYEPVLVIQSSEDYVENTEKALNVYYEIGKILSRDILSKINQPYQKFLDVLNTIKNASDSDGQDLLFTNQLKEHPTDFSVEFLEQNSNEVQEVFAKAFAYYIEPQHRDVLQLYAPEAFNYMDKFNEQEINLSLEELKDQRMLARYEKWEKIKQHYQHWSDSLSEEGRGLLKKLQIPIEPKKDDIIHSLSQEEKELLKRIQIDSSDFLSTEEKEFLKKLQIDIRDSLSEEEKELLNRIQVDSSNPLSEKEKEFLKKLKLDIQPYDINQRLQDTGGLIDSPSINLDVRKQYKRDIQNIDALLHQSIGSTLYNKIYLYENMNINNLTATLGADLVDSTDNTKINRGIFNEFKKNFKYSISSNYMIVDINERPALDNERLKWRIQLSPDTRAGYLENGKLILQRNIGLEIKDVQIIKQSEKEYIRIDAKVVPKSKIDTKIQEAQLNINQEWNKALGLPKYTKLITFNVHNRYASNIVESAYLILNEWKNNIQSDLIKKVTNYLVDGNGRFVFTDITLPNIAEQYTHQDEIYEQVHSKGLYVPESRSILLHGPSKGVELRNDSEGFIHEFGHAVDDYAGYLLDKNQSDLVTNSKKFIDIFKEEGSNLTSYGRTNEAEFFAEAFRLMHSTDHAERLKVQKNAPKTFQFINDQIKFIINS
* = called active by the depositor; i = inactive; ? = inconclusive; . = not tested or not shown; & = joins results of further samples. Rule as the data show it, unless noted: active = inhibition above about 30%; inconclusive = no clear call, values can overlap the other calls; inactive = below that. A portion of the library (hit frequency here may not be typical).

item	SMILES	CCHF vOTU inh	3CLpro inhibitor	TcdB inh	PriA SSB inh	BoNT A protease
1	Cc1ccc(S(=O)(=O)Nc2ccccc2C=NNC(=O)c2ccncc2)cc1	0	.	5.0	.	-0.1
2	Cc1cccc(-n2ncc3c2CCCC3NC(=O)CCCN2CCCCC2=O)c1C (stereo not given)	.	2	.	0	0.1
3	CCCN(CC(=O)Nc1ccccc1OC)C(=O)C1=COCCO1	-3	.	0.3	28	0.1
4	N#Cc1c(-c2ccc(C(F)(F)F)cc2)cc(-c2ccccc2)[nH]c1=S	0	-1	0.2	7	-1.0
5	COc1ccc2[nH]cc(CCNC(=S)NC3CCCC3)c2c1	1	6	-0.6	2	-1.0
6	Cc1ccc(-c2noc(CSc3ccccc3)n2)cc1	4	2	.	-73	0.0
7	O=[N+]([O-])c1ccccc1CN1CCN(c2ncccn2)CC1	-10	-1	0.4	5	-2.5
8	Cc1ccc2nc(C3CCCN3Cc3nc(CCC(C)C)no3)[nH]c2c1 (stereo not given)	5	-1	0.9	-5	-0.7

item	Yp Topo-I inh	VHR inh abs	PfHsp40 rescue	BH1578 lux ind	Anthrax LF prot
1	4	.	.	i	-5
2	6	-4	0.1	i	-5
3	-5	.	0.1	i	-4
4	8	-4	0.3	0.0	1
5	-1	13	1.1	i	-5
6	26	20	1.6	i	1
7	-8	11	-1.3	i	11
8	11	26	17	0.6	-7

Carrying on:
item	SMILES	CCHF vOTU inh	3CLpro inhibitor	TcdB inh	PriA SSB inh	BoNT A protease
9	COC(=O)C1Cc2c([nH]c3ccccc23)C2(CCN(Cc3ccccc3)CC2)N1 (stereo not given)	2	-2	0.1	20	4.2
10	O=C(C1COc2ccccc2O1)N1CCCCC1 (stereo not given)	9	.	-0.9	-8	.
11	C[C@H]1CCC(=O)N(CCSc2ccc(Br)cc2)CC1	4	.	0.0	-32	-0.5
12	O=C(CN1CCc2ccccc21)NN1CC(=O)N(c2ccccc2)CC1=O	-7	0	0.5	-4	0.2
13	CCCCN1CCc2c([nH]c3ccc(C)cc23)C1=O	25	6	.	-17	-0.8
14	CN(CC(=O)Nc1ccc(F)cc1)C(=O)COC(=O)c1nc(Cl)ccc1Cl	5	.	1.2	.	0.2
15	COc1ccc(/C=C2\N=C(C(C)(C)C)OC2=O)c(OC)c1	8	-1	0.3	5&-13	-0.8
16	c1ccc(SCCOCCN2CCOCC2)cc1	-10	3	-1.1	-4	-2.3

item	Yp Topo-I inh	VHR inh abs	PfHsp40 rescue	BH1578 lux ind	Anthrax LF prot
9	-12	21	0.4	-0.6	6
10	-8	.	-0.6	i	.
11	24	.	4.3	-0.9	-5
12	-8	-7	-0.9	-0.3	14
13	-1	21	-1.9	i	-1
14	1	.	.	-1.1	-5
15	-2	-12	0.1	i	-1
16	-8	-23	-1.3	-0.4	-1

(list continues)
item	SMILES	CCHF vOTU inh	3CLpro inhibitor	TcdB inh	PriA SSB inh	BoNT A protease
17	C=CCc1cccc(/C=N/NC(=O)CCC(=O)Nc2ccc(F)cc2)c1O	13	3	.	.	0.7
18	COCCN1C(=O)COc2ccccc2C1C(=O)NCc1ccccc1 (stereo not given)	4	.	0.6	.	0.1
19	Cc1cc([N+](=O)[O-])nn1CC(=O)Nc1cc(F)ccc1F	2	1	1.8	-2	-0.9
20	CN(C)S(=O)(=O)c1cccc(-c2csc(N/N=C/c3ccco3)n2)c1	-3	2	1.4	i	0.3
21	O=C(COC(=O)[C@H](Cc1ccccc1)NC(=O)c1ccco1)NC(c1ccccc1)c1ccccc1	8	2	0.9	-1	1.2
22	O=S(=O)(c1ccccc1)N1CCN(c2ccccc2)CC1	3	-4	-0.4	1	.
23	CCC(CC)C(=O)Nc1nnc(SCC(=O)NC(C)(C)C)s1	5	1	0.3	-8	-0.9
24	Cc1cc(=O)oc(C)c1C(=O)OCC(=O)c1ccc(Br)cc1	-4	-1	.	-12	0.7

item	Yp Topo-I inh	VHR inh abs	PfHsp40 rescue	BH1578 lux ind	Anthrax LF prot
17	2	10	0.1	-0.7	-1
18	.	.	.	.	-7
19	1	11	0.1	i	-3
20	-11	17	-0.3	i	-6
21	27	2	-0.9	i	4
22	-2	16	-0.7	-0.4	.
23	-7	11	0.0	-0.5	-9
24	-5	0	0.8	4.0	4

(further entries)
item	SMILES	CCHF vOTU inh	3CLpro inhibitor	TcdB inh	PriA SSB inh	BoNT A protease
25	Cc1cc(Cl)ccc1OCC(=O)N/N=C1\CC2C=CCC12 (stereo not given)	0	1	.	.	-0.9
26	COc1cc(/C=N/NC(=O)c2nonc2N)cc(OC)c1OC	0	-1	0.5	.	-1.1
27	CCc1cc(=O)oc2c(C)c(OCC(=O)N3CCCc4ccccc43)ccc12	15	-4	.	-8	0.5
28	c1ccc(-c2ccccc2OCCOCCN2CCCCC2)cc1	-14	5	.	2	0.1
29	O=c1oc2ccccc2c(N2CCC(c3ccccc3)CC2)c1[N+](=O)[O-]	-3	0	-3.7	-10	-0.1
30	CN(C)CC1CCC/C(=C\c2ccc(OC(=O)/C=C/c3ccccc3)cc2)C1=O (stereo not given)	3	.	-0.2	-4	1.4
31	COc1ccc(CCNC(=O)CCCc2ccccc2)cc1OC	-12	1	2.0	3	1.9
32	O=c1c2ccccc2oc2cc(NCCCn3ccnc3)ccc12	-221	1	1.4	5	-0.5

item	Yp Topo-I inh	VHR inh abs	PfHsp40 rescue	BH1578 lux ind	Anthrax LF prot
25	20	-2	-0.8	-0.3	-3
26	1	14	0.4	-0.2	1
27	37	23	0.0	-6.2	0
28	10	2	0.5	-0.4	-1
29	-4	-24	2.2	-0.4	-2
30	18	.	-0.1	.	3
31	-1	30	0.0	i	10
32	23	24	0.0	-0.7	-7

Overlap with the part before: three entries, followed by the next part.
item	SMILES	CCHF vOTU inh	3CLpro inhibitor	TcdB inh	PriA SSB inh	BoNT A protease
30	CN(C)CC1CCC/C(=C\c2ccc(OC(=O)/C=C/c3ccccc3)cc2)C1=O (stereo not given)	3	.	-0.2	-4	1.4
31	COc1ccc(CCNC(=O)CCCc2ccccc2)cc1OC	-12	1	2.0	3	1.9
32	O=c1c2ccccc2oc2cc(NCCCn3ccnc3)ccc12	-221	1	1.4	5	-0.5
33	Cc1cc(C(=O)NCC(=O)OCC(=O)Nc2ccc(OC(F)F)cc2)ccc1[N+](=O)[O-]	12	5	0.7	14	-0.1
34	CCOc1ccccc1Nc1nnc(SCC(=O)Nc2ccc3[nH]c(=O)[nH]c3c2)s1	16	-1	1.6	-2	-0.3
35	CC(=O)Nc1nnc(CCN(CCc2nnc(NC(C)=O)s2)[N+](=O)[O-])s1	2	-1	1.6	-11	-0.2
36	CCCCn1c(N)c(N(CC(C)C)C(=O)c2cccc(S(=O)(=O)N3CCCCC3)c2)c(=O)[nH]c1=O	-6	.	3.0	-6	6.0
37	Cc1c(NC(=O)Nc2cccs2)cccc1[N+](=O)[O-]	2	0	0.6	-6	-0.1
38	Cn1c(=O)[nH]c(=O)c2c1nc(SCC(O)CCl)n2Cc1ccccc1 (stereo not given)	0	1	-0.9	3	-3.5
39	Cc1ccc(S(=O)(=O)N2CCOCC2)cc1NC(=O)CNCc1ccccc1Cl	-7	.	4.2	-7	1.2
40	CSC(=NS(=O)(=O)c1ccccc1)NNC(=O)c1c(-c2c(Cl)cccc2Cl)noc1C	-6	.	0.0	.	0.0

item	Yp Topo-I inh	VHR inh abs	PfHsp40 rescue	BH1578 lux ind	Anthrax LF prot
30	18	.	-0.1	.	3
31	-1	30	0.0	i	10
32	23	24	0.0	-0.7	-7
33	1	6	-0.2	2.2	4
34	-2	13	0.3	-0.5	-4
35	-3	4	-1.9	1.4	-2
36	5	.	0.9	i	-1
37	-14	33	0.6	1.6	-10
38	16	-4	-0.1	i	-9
39	-6	.	0.0	0.0	-2
40	.	.	.	.	3

(more compounds)
item	SMILES	CCHF vOTU inh	3CLpro inhibitor	TcdB inh	PriA SSB inh	BoNT A protease
41	COc1cc(C(C)=O)ccc1Oc1ncnc2c1cnn2-c1cccc(Cl)c1	-2	-3	0.2	1&-17	-0.5
42	CCCc1ncc(C[n+]2ccccc2C)c(N)n1	8	.	-0.1	-8	0.1
43	CCc1ccc(Nc2ncnc3nc[nH]c23)cc1	-7	1	-0.6	-14	0.4
44	COc1cccc(C(c2nnnn2C2CCCCC2)N2CCC3(CC2)C(=O)NCN3c2ccccc2)c1OC (stereo not given)	7	.	-0.2	.	-0.1
45	Fc1cccc(NC(=S)NCCc2ccccc2)c1	8	-1	1.7	-15	-1.0
46	O=C(Nc1cccc(Cl)c1)Nc1cc(S(=O)(=O)N2CCCCC2)ccc1Cl	0	4	1.1	7	0.0
47	Cc1nc2ccc(S(=O)(=O)NCC(=O)N3CCCCC3)cc2s1	-3	-2	.	-19	0.7
48	CCCCCCC1C(C#N)=C(N)OC2=C1C(=O)CCC2 (stereo not given)	2	1	-0.8	-9	-0.7

item	Yp Topo-I inh	VHR inh abs	PfHsp40 rescue	BH1578 lux ind	Anthrax LF prot
41	-4	-8	-0.7	-0.5	3
42	4	.	-0.5	i	3
43	-1	33	1.1	-0.4	-5
44	.	.	.	.	-2
45	6	-2	1.3	-0.3	0
46	-10	18	0.5	-0.2	0
47	-3	-1	-1.2	.	0
48	6	2	0.0	-0.2	-3

Continued:
item	SMILES	CCHF vOTU inh	3CLpro inhibitor	TcdB inh	PriA SSB inh	BoNT A protease
49	CC#CCN(CC#CC)S(=O)(=O)c1ccc(-n2cnnn2)c(OC)c1	-9	-7	.	-8	0.3
50	COc1ccc(OC)c(NC(=O)Cn2c(C)nc3ccccc3c2=O)c1	4	2	0.6	-15	-1.1
51	O=C(NC(=O)c1c(F)cccc1F)O/N=C1\CCCc2occc21	-20	3	-1.8	.	?
52	CCOC(=O)NC(=S)Nc1cccc(C)n1	2	.	-2.7	.	0.0
53	Cc1cc(C(=O)COC(=O)c2cccn2C)c(C)n1Cc1ccco1	-1	3	2.1	21	-1.5

item	Yp Topo-I inh	VHR inh abs	PfHsp40 rescue	BH1578 lux ind	Anthrax LF prot
49	5	2	-0.1	0.9	-5
50	-14	29	0.2	-0.2	0
51	2	17	-0.3	i	8
52	3	.	.	i	0
53	16	17	-0.8	-0.2	-1

Assay outcomes from PubChem BioAssay.
